Furin inh – inhibitors of human furin | P09958 | purified furin, fluorogenic substrate cleavage | inhibition, % at 30 µM | 220,000 compounds, 0.061% hits | AID 463115; in the data active means inhibition above about 25%; further: inactives centre near -15
Target sequence (P09958 108-714 limits assumed): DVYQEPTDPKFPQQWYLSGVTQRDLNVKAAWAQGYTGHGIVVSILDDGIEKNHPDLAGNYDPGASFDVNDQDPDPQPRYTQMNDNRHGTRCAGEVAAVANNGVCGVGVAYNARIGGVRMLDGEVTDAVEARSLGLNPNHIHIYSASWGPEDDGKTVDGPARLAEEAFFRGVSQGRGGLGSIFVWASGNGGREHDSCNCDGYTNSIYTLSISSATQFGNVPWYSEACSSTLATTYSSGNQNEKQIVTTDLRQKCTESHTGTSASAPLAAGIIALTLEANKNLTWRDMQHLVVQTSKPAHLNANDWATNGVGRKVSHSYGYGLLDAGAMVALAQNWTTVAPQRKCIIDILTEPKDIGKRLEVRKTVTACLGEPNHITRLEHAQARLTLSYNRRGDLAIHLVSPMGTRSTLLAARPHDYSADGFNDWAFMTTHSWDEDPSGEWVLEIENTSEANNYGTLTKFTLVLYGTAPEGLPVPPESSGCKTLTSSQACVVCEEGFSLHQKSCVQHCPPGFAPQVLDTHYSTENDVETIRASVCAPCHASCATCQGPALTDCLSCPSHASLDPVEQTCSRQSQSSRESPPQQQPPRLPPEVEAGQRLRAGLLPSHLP
eIF4E 4G PPI – blocks eIF4E binding to eIF4G; P63073+Q04637; TR-FRET eIF4E-eIF4GI(517-606) binding, 2 h; inhibition, % at 21.7 µM; 220,000 compounds, 0.37% hits;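 further: 0% = full FRET control wells and 100% = background wells lacking eIF4GI fragment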
14-3-3 Bad inh – disrupts binding of bovine 14-3-3 zeta to phospho-Bad peptide; TR-FRET 14-3-3zeta/Dy647-pBad peptide displacement, 1 h; 220,000 compounds, 0.71% hits; inhibition, % at 21.7 µM;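 active means inhibition above about 70%, limit read from the data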;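 further: 0% = full 14-3-3 plus peptide FRET controls and 100% = background without 14-3-3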
Target sequence (P63103 whole entry, looked up): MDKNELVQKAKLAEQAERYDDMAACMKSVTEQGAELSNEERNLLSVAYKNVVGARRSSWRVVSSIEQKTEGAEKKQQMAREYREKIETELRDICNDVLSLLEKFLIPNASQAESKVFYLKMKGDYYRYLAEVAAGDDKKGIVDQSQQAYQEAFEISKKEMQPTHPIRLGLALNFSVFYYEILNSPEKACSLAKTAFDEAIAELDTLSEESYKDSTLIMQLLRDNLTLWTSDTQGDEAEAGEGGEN
hK5 inh – inhibitors of human kallikrein 5; AID 873; 210,000 compounds, 0.59% hits; recombinant hK5, fluorogenic AMC substrate cleavage; inhibition, % at 5 µM; Q9Y337;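 active means inhibition of 40% or more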;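 further: 0% = enzyme controls without compound and 100% = no-enzyme blanks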
Rad51 HR inh – Rad51 (human) homologous recombination inhibition. hRad51 DNA strand exchange, fluorescence dequenching. inhibition, % at 10 µM. 200,000 compounds, 0.085% hits;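 active means inhibition above 40% at the single screening dose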;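 further: 0% = DMSO control wells and 100% = blanks with heterologous ssDNA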
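Material: hRad51 filaments on single-stranded DNA; Reagent: Donor/quencher-labelled 47-bp dsDNA substrate; Compound: 10 µM final, single point; Schedule: 37 °C 15-min filament assembly, 30-min compound preincubation, 15-min exchange; Technique: FRET fluorescence, excitation 485 nm, emission 520 nm; Benchmarks: control wells and blank wells on each plate.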
thrombin 1536 – blocks human thrombin protease activity | inhibition, % at 5 µM | P00734 | 220,000 compounds, 0.26% hits | alpha-thrombin, Boc-VPR-AMC fluorogenic substrate cleavage;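 active means inhibition at or above 40%; inactive means inhibition below 40%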;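 further: 0% = enzyme with no compound and 100% = wells without enzyme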
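System: human alpha-thrombin protein; Compound dosing: one concentration per compound, 5 µM, with 0.2% DMSO; Timing: reaction at room temperature; Technique: AMC fluorescence, 355/460 nm; Controls: enzyme without compound as high, wells lacking enzyme as low.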
EBV gp42 inh – EBV gp42 inhibition. Q1HVG2. Fluorescence polarization binding assay, mP read-out. inhibition, % (tested at 21.74 µM). 220,000 compounds, 0.42% hits. AID 1085; in the data active means inhibition above about 50%
Target sequence (Q1HVG2 whole entry, looked up): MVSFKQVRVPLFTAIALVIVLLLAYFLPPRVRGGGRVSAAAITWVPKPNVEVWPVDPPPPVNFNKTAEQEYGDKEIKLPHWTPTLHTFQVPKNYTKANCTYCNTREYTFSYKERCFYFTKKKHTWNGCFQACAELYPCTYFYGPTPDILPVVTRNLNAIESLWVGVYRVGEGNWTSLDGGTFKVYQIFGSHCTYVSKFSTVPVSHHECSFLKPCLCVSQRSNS
Cl transport mod – modulates chloride dependent transport by human KCC2; 190,000 compounds, 2.2% hits; AID 1456; B-score of Tl+ flux slope (higher = more flux/activation; lower = inhibition) at 10 µM; KCC2 cells, thallium flux FluoZin-2 fluorescence;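 active means thallium flux slope and its plate-corrected score both differing from the plate sample mean at a set confidence after two filtering rounds, in either direction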;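 further: slope of fluorescence scaled to starting intensity during 10 to 20 s after thallium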
p47phox inh – inhibitors of human p47phox binding; 220,000 compounds, 0.53% hits; p47phox/p22phox peptide binding, fluorescence polarization, 2 h; AID 1274; P14598; inhibition, % at 24.7 µM;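 further: 0% = p47phox with labelled peptide and 100% = labelled peptide alone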
* marks the source's active call; other numbers are inactive results; . = no result given; & = joins results of further samples; [ ] = another dose, or the depositor's remark.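 How the source made its calls, unless noted: active means inhibition above about 30% (limit read from the data); inactive means the rest.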 Random draw from the library, and some 4.7% of all compounds hit somewhere here.

SMILES	Furin inh	eIF4E 4G PPI	14-3-3 Bad inh	hK5 inh	Rad51 HR inh	thrombin 1536	EBV gp42 inh	Cl transport mod	p47phox inh
COc1ccc(CCNc2nc(-c3cccc(NC(C)=O)c3)cs2)cc1OC	-17	2	-3	-9	5	-3	4	-0.35	-1
COc1cc(CN(C)Cc2ccccc2)cc(OC)c1O	-17[20 µM]	-6	5	-4	7	4	-22	0.0058	-5
O=C(NCc1cccnc1)c1ccc(CS(=O)(=O)c2ccc(Cl)cc2)o1	-25	7[fluorescence artefact?]	-16	-15	-3	-2	-14	-5.3*	3
Cc1ccc(C(=O)CSc2nnc(CNc3ccc(F)cc3)o2)cc1	-22	-1	-25	0	13	-2	3	-0.078	-4
CCOc1cc(Br)ccc1S(=O)(=O)N1CC(C)OC(C)C1 (stereo not drawn)	-13[20 µM]	3	8	-19	-2	-13	-2	-0.21	-1
COc1ccc(C(=O)/C=C/c2cn(CC(O)CN3CCOCC3)c3ccccc23)cc1 (stereo not drawn)	7	5	9[fluorescence artefact?]	-4	-24	-12	-144	0.045	-21
COc1cccc(CN(C)C(=O)c2cccc(OC3CCN(C4CCCC4)CC3)c2)c1	-23	-4	-10	.	-8	-9	8	0.045	4
COc1ccc(OCC(=O)N/N=C(\C)c2ccc(OC)cc2)cc1	-15	2	-13	7	-2	0	-13	-0.48	-9
Cc1cc(C(F)F)n2nc(C(=O)Nc3cc(C)on3)nc2n1	11[20 µM]	0	-7	-20	-9	0	1	0.7	-16
C/C(=N\OC(=O)c1ccc(C)cc1)c1sc(C)nc1C	-12[20 µM]	-9	5	3	0	-2	-5	-0.049	-3
OCc1nc2ccc(Cl)cc2[nH]1	-22	1	-4	5	14	-2	-6	0.62	-1
C/C(=N\NC(=O)C1CC1)c1ccc(NC(=O)c2ccc(Br)o2)cc1	-6	4	2	7	-9	-2	-5	1.3	-4
C=CCn1c(SCc2c(C)noc2C)nc2ccccc2c1=O	-7[20 µM]	-16	-4	-5	7	4	2	0.083	-17
CCc1ccc(-c2nc(CN3CCCC(C(=O)O)C3)c(C)o2)cc1 (stereo not drawn)	-16	-1[fluorescence artefact?]	8	-7	-16	-3	-22	0.055	1
Cc1cc(Nc2ccc(Cl)cc2)n(-c2cccc(Cl)c2)n1	-13[20 µM]	2	2	-13	4	0	2	.	-11
CC(C)(C)c1ccc(OCCCNCc2ccccc2)cc1	-6	5	38[fluorescence artefact?]	-13	18	-6	5	-2	4
c1ccc2c(c1)nnn2-c1ncnc2sc3c(c12)CCCC3	-16	-4	2	-23	-3	0	-15	.	-14
C/C(CCN1CCc2nc(-c3ccccc3)c(-c3ccccc3)cc2C1)=N\O[C@@H](C)c1cn([C@H](CO)Cc2ccccc2)nn1	-20	-6	1	8	.	-1	-16	-0.73	-20
C=CCOC(=O)/C(=C\c1ccccc1)NC(=O)c1ccc(C)cc1	-20	-1	0	-19	12	3	-4	0.37	-3
COc1ccc(CNC(=O)c2ccc(C)o2)cc1	-18[20 µM]	2	-2	-8	-4	-1	-21	0.13	-3
CC(C)(C)NC(=O)NC(=O)CSc1ncn[nH]1	-18	1	-6	2	13	-4	-11	0.15	5
Cc1cc(C(C)c2ccccc2)c(O)c(CN2CCOCC2)c1C (stereo not drawn)	-30[20 µM]	6	1	1	-5	-6	-15	.	19
Cc1cc(C)nc(SCC(=O)n2c3c(c4ccccc42)CCCC3)n1	-13	2	-5	6	-1	-5	-1	-0.86	-5
CC(C)(C)NC(=O)COC(=O)c1cc(S(=O)(=O)N2CCCCC2)ccc1N1CCOCC1	-11[20 µM]	-4	0	-6	-6	-3	-18	0.25	-6
CC(C)NC(=O)CC1OC(=O)c2ccccc21 (stereo not drawn)	-5[20 µM]	-6[fluorescence artefact?]	4	14	0	-7	-10	0.65	-1
CCOC(=O)Cc1csc(NC(=O)c2sc3nc4ccc(C)cc4cc3c2N)n1	-12[20 µM]	-30	63[fluorescence artefact?]	-23	-63	0	-64	.	-17
C=CCNc1oc(/C=C/c2ccccc2)nc1C#N	-338[20 µM]	3	-7	-495	-7	-22	-7	.	-15
O=C(Cn1nc(-c2cccc(Cl)c2)ccc1=O)Nc1ccccc1Br	-6	-1	-5	1	-26	3	-16	-0.43	-5
COC(=O)CSc1nc2nc(C)cc(C)n2n1	-24	1	2	-9	-10	-9	-9	0.042	-17
Cc1onc(-c2c(F)cccc2Cl)c1C(=O)N1C=CC(C(F)(F)F)=NCC1	-8[20 µM]	-3	-13	-16	-13	5	-16	.	-12
Cc1cc(C)n2nc(SCc3cc(=O)oc4ccc5ccccc5c34)nc2n1	-12[20 µM]	-17	-29	17	.	33	8	-0.36	-3
COc1cc2c(C#N)c(N3CCCC3)nc(N)c2c(N)n1	-9	-3	12	-4	3&-47	1	-19	-0.32	-4
CCOCCCn1c(=N)c(C(=O)NCc2ccc3c(c2)OCO3)cc2c(=O)n3ccccc3nc21	-14	-1	-3[fluorescence artefact?]	34	.	35	11	-1.8	-59
C/C(CCC1CC(C)(C)OC1=O)=N\NC(N)=S (stereo not drawn)	-14	1	3	1	27	3	-10	0.22	3
CCONC(=NC)c1nonc1N	-9	2	-15	0	-1	-9	5	-0.023	-1
Cc1cccc(-c2csc(NC(=O)c3cnccn3)c2C(=O)OC(C)C)c1	-13[20 µM]	3	-4	-3	3	-4	-47	0.87	-67
Cc1ccccc1N=C1NC(=O)CC(c2ccccc2)S1 (stereo not drawn)	-3[20 µM]	-6	-6[fluorescence artefact?]	-9	22	4	-17	0.0064	-7
N#Cc1c(N)c(C#N)c(-c2ccc3c(c2)OCO3)c2c1CCCC2	.	-5	-14	-26	.	-4	5	.	-1
CC1C(C#N)=C(SCC(N)=O)NC2=C1C(=O)CC(C)(C)C2 (stereo not drawn)	-15	3	-19	-12	-33	0	-5	0.23	-3
CC(C)NCCOCCOc1ccccc1F	-2[20 µM]	-4	38	11	.	14	-14	1.3	8
O=C(CCCCCn1c(=O)[nH]c2ccsc2c1=O)NCc1ccc2c(c1)OCO2	-13[20 µM]	-3	15	6	-7	-5	-23	-0.29	2
COc1ccc(CC(=O)Nc2ccc3c(c2)CCC3)cc1OC	-3[20 µM]	-10	-8[fluorescence artefact?]	-17	3	-2	-12	0.48	7
CN(C(=S)Nc1ccc(F)cc1)C1(c2ccccc2Cl)CCCCC1=O (stereo not drawn)	-20[20 µM]	2	0	0	0	-6	0	0.09	-7
O=C(Nc1cccc2ccccc12)N1CCc2ccccc2C1	-31[20 µM]	4	-3[fluorescence artefact?]	-10	5	-2	2	-1.2	-1
CC1CC(C)CN(C(=O)c2cccc3c2-c2ccccc2C3=O)C1 (stereo not drawn)	-29	-4	-1	3	.	3	-11	-0.8	-7
C=CCn1c(=NC(=O)c2cccc(N3C(=O)CCC3=O)c2)sc2cccc(OC)c21	-22	-1	-9	4	.	3	-8	-0.94	-9
Cc1cc(NC(=O)CSCc2nc(-c3cccc(Cl)c3)oc2C)no1	-8	4	-4	-12	.	-2	-2	1.3	-1
Cc1cc(=O)[nH]c(N/N=C/c2cccc([N+](=O)[O-])c2)n1	-8	-3	-6	-6	-1	-8	-1	-1	-10
CCC(C)NC(=O)Cn1c(=O)n(CCCCC(=O)NCc2ccco2)c(=O)c2ccccc21 (stereo not drawn)	-22[20 µM]	9	5	34	-9	15	-15	0.019	-3
CN(C)C(CNC(=O)c1cccnc1Sc1ccccc1)c1ccco1 (stereo not drawn)	-15	-3	-12	-13	0	-10	0	.	-4
CCN(CC)S(=O)(=O)c1ccc(C)c(NC(=S)N2CCN(C/C=C/c3ccccc3)CC2)c1	-29	1	-10	-7	-7	1	-22	-0.19	-15
O=C(NC(=S)Nc1ccc(S(=O)(=O)N2CCCC2)cc1)C1CC1	-16	-1	-11	-6	-5	-1	1	0.014	3
COc1ccc(CCN2CC(C(=O)NC3CCCCC3)CC2=O)cc1OC (stereo not drawn)	-12	1	-11	-45	9	8	1	0.65	-2
CCN(CC)c1ccc(/C=C2/C(=O)ON=C2C)cc1	-8	3	-4[fluorescence artefact?]	34	-32	24	-295	-0.75	-209
CCOc1ccccc1NC(=O)C(OC(=O)c1ccccc1)c1ccccc1 (stereo not drawn)	-19	-4	4	-10	3	-6	-10	0.47	-14
CCc1nnc(NC(=O)c2ccc(S(=O)(=O)N(CC)CC)cc2)s1	-18	-7	15	-1	0	-1	-3	.	9
CN1C(=O)/C(=C\c2cc(N=Nc3ccccc3)ccc2O)SC1=S	-10[20 µM]	-18	-6	4	.	0	-4	-0.7	-16
CCOC(=O)Cn1c(=O)oc2cc(S(=O)(=O)NCCc3ccc(C)cc3)ccc21	-15	-2	-1	58*	-6	57*	-5	-0.17	-17
O=C(NCCc1ccccc1)C1CCC(Cn2c(=O)c3ccccc3n(Cc3cccnc3)c2=O)CC1 (stereo not drawn)	-8	3[fluorescence artefact?]	-14	-22	-4	-7	19	-1.2	-8
CN1C(=O)C(c2nnc(Nc3cccc4ccccc34)s2)C2CC1(C)Oc1ccccc12 (stereo not drawn)	-7	2[fluorescence artefact?]	-29	-14	9	-10	2	-0.05	-13

Just eIF4E 4G PPI and EBV gp42 inh, for 7 of the compounds above:
structure | eIF4E 4G PPI | EBV gp42 inh
Cc1cc(=O)[nH]c(N/N=C/c2cccc([N+](=O)[O-])c2)n1 | -3 | -1
CN(C)C(CNC(=O)c1cccnc1Sc1ccccc1)c1ccco1 (stereo not drawn) | -3 | 0
CCN(CC)S(=O)(=O)c1ccc(C)c(NC(=S)N2CCN(C/C=C/c3ccccc3)CC2)c1 | 1 | -22
CCOC(=O)Cn1c(=O)oc2cc(S(=O)(=O)NCCc3ccc(C)cc3)ccc21 | -2 | -5
CCN(CC)c1ccc(/C=C2/C(=O)ON=C2C)cc1 | 3 | -295
O=C(NC(=S)Nc1ccc(S(=O)(=O)N2CCCC2)cc1)C1CC1 | -1 | 1
CCc1nnc(NC(=O)c2ccc(S(=O)(=O)N(CC)CC)cc2)s1 | -7 | -3

Continued.
SMILES	Furin inh	eIF4E 4G PPI	14-3-3 Bad inh	hK5 inh	Rad51 HR inh	thrombin 1536	EBV gp42 inh	Cl transport mod	p47phox inh
COc1ccc(/C=N/NC(=O)CN(C)S(=O)(=O)c2ccc(NC(C)=O)cc2)cc1	-17	-1	-10	2	15	-2	0	-0.35	3
Cc1ccc(/C=N/NC(=O)c2cc(C)oc2C)o1	-15[20 µM]	2	-9	-6	4	1	-7	-0.51	-12
CCCC1NC(=O)NC(C)=C1C(=O)OCC (stereo not drawn)	-10[20 µM]	-2	-4[fluorescence artefact?]	-11	0	-9	-11	0.58	-8
CCC(C)(C)n1nnnc1C(c1cc2ccc(C)cc2[nH]c1=O)N(Cc1cccnc1)Cc1ccco1 (stereo not drawn)	-6	1[fluorescence artefact?]	5	4	8	6	-10	-0.0041	-32
O=C(NCCOc1cccc(Oc2ccccc2)c1)c1cc(-n2cnnc2)ccc1Cl	-16[20 µM]	-5	-5	-9	6	-1	1	.	-9
Cc1ccccc1OCc1nc2c3c(ncn2n1)-c1ccccc1CC31CCCC1	-9	5	-3	-8	-6	-12	-1	1.3	-6
Cc1noc(NS(=O)(=O)c2ccc(NC(=O)CSc3nc4ccccc4s3)cc2)c1C	-16[20 µM]	0	3	-3	-4	-3	-22	1.5	-22

Ordered by the number under EBV gp42 inh (smallest number first): 3 of the compounds above
SMILES	Furin inh	eIF4E 4G PPI	14-3-3 Bad inh	hK5 inh	Rad51 HR inh	thrombin 1536	EBV gp42 inh	Cl transport mod	p47phox inh
Cc1noc(NS(=O)(=O)c2ccc(NC(=O)CSc3nc4ccccc4s3)cc2)c1C	-16[20 µM]	0	3	-3	-4	-3	-22	1.5	-22
CCCC1NC(=O)NC(C)=C1C(=O)OCC (stereo not drawn)	-10[20 µM]	-2	-4[fluorescence artefact?]	-11	0	-9	-11	0.58	-8
Cc1ccc(/C=N/NC(=O)c2cc(C)oc2C)o1	-15[20 µM]	2	-9	-6	4	1	-7	-0.51	-12

Source: PubChem (several laboratories)
